Bioassay records from PubChem BioAssay.
sEH inh: inhibitors of human soluble epoxide hydrolase; recombinant human sEH enzymatic activity assay; inhibition, % at 2 µM; 91,000 compounds, 0.34% hits; AID 707; in the data active = inhibition above about 80%; also: values of inactives mirror those of a sister screen read the other way; many of its hits are not listed in these tables
Target sequence (P34913 whole entry, looked up): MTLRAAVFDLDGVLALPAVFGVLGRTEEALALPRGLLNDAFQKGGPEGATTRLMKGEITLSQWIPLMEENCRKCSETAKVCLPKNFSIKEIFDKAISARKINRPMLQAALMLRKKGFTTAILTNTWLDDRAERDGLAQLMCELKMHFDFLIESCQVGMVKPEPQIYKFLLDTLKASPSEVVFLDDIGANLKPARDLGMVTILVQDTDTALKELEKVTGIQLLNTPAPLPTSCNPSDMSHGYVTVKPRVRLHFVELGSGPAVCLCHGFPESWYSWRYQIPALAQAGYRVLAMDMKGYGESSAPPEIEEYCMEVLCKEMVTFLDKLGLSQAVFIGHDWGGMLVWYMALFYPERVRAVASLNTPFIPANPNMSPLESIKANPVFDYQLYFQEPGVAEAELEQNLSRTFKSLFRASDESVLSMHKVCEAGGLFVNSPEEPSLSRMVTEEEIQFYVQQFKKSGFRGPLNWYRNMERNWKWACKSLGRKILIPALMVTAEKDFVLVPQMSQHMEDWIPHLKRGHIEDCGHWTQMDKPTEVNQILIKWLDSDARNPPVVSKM
Fibroblast inh: blocks proliferation of human lung fibroblasts; LL 47 human lung fibroblast viability, ATP luminescence; hits give low values; viability, % at 10 µM; 85,000 compounds, 1.1% hits; AID 719;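 active = viability at or below 50% in the single dose screen; inactive = viability above 50%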;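 also: compound exposure lasted 72 h before the ATP readout; 100% = median luminescence of untreated cell-only wells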
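Times – overnight cell rest, 72 h compound treatment at 37 °C · Test system – human lung fibroblast line LL 47, low passage · Amount – 1,150 cells in each well · Controls – cell-only wells, no compound · Doses – 0.1% DMSO in all compound wells · Measured by – CellTiter-Glo luminescence · Buffer or medium – IMEM plus 15% FBS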
S1P2 agonist: agonists of human S1P2 receptor; S1P2-expressing cell line, agonist reporter read-out; AID 729; O95136; 97,000 compounds, 0.46% hits; activation, % at 4.5 µM; in the data active = activation above about 16%;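 also: 0% = vehicle low control and 100% = maximal reference agonist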
Target sequence (O95136 whole entry, looked up): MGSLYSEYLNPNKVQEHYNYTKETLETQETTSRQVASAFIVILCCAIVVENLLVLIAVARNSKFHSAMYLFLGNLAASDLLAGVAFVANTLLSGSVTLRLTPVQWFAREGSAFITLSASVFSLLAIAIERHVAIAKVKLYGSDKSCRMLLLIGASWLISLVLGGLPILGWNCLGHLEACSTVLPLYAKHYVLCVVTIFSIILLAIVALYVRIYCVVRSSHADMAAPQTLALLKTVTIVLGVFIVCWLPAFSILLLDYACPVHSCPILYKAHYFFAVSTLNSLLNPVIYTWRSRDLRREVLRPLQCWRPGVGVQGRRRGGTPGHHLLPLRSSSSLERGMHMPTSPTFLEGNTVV
H69AR inhibit: blocks growth of human H69AR lung tumor cells; H69AR lung tumor viability, ATP luminescence, 72 h; hits give low values; viability, % at 10 µM; 85,000 compounds, 6% hits;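 active = viability at or below 40%; inactive = viability above 40%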;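 also: multidrug resistant small cell line overexpressing MRP-1 efflux transporter; 100% = mean luminescence of untreated control wells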
PostGolgi ctrl: inhibits growth of the yeast control strain; AID 738; 98,000 compounds, 5% hits; efflux-deficient yeast background strain, growth absorbance A615, 16 h; inhibition, % at 10 µM; in the data active = inhibition above about 30%
PTPN22 act: activators of human LYP (PTPN22) phosphatase; Q9Y2R2; recombinant LYP, DiFMUP fluorescence; 0 = plate median, 100 = signal doubled; activation, % at 2 µM; 96,000 compounds, 0.11% hits; AID 697;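 active = activation at 2 µM above a set limit, the mean plus 5 SD, cut at about 37% in these data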
HUVEC prolif 384: human endothelial cell proliferation inhibition; HUVEC proliferation, CellTiter-Glo luminescence, 72 h; hits give low values; 86,000 compounds, 1.1% hits; viability, % at 10 µM (by protocol); AID 648;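 active = viability at or below 30%; inactive = viability above 30%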;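 also: 100% = median luminescence of DMSO-only cell control wells on each plate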
sEH act: increases human soluble epoxide hydrolase activity; 91,000 compounds, 0.04% hits; AID 717; purified human sEH enzymatic activity, activator screen; activation, % at 2 µM; in the data active = activation above about 37%; also: values of inactives mirror those of a sister screen read the other way
S1P2 blocker: blocks the human S1P2 receptor; O95136; cell-based S1P2 antagonist assay, inhibition at 5 uM; inhibition, % at 5 µM; 97,000 compounds, 0.21% hits; AID 736; in the data active = inhibition above about 45%;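 also: CRE beta-lactamase reporter cells expressing human S1P2 stimulated with S1P; 0% = agonist at EC80 alone and 100% = agonist plus reference antagonist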
* = called active by the depositor. Only part of the results is shown. The share of hits here may be higher or lower than overall.

For CCOC(=O)c1c(C)[nH]c(/C(C)=N/O)c1C the results were Fibroblast inh 92.5, S1P2 agonist -8.8, H69AR inhibit 61.8, PostGolgi ctrl 3.7, PTPN22 act -6.2, HUVEC prolif 384 72.1 and S1P2 blocker -7.9.
Screening O=[n+]1c2c(n([O-])c3cc(F)ccc31)CCCC2 returned sEH inh -10.3, Fibroblast inh 95.5, S1P2 agonist -2.5, H69AR inhibit 85.8, PostGolgi ctrl 23.8, PTPN22 act 4.4, HUVEC prolif 384 92.6, sEH act 10.0 and S1P2 blocker 18.4.
Screening O=[N+]([O-])c1ccc(Nc2nc(N/N=C\c3ccc4c(c3)OCO4)nc(N3CCCCC3)n2)cc1 returned sEH inh -2.8, S1P2 agonist -10.7, PostGolgi ctrl 8.0, PTPN22 act -0.4, sEH act 5.7 and S1P2 blocker 26.6.
`COCCN(C(=O)CNC(=O)c1ccco1)C(C(=O)NC1CCCCC1)c1cccc(OC)c1` (configuration not stated) gave sEH inh 2.2, Fibroblast inh 103.7, S1P2 agonist -0.7, H69AR inhibit 91.6, PostGolgi ctrl -1.1, PTPN22 act 7.4, HUVEC prolif 384 103.0, sEH act -3.6 and S1P2 blocker 1.4.
Screening Cc1cccc(C)c1NC(=O)C1NC(=O)CC1c1ccccc1 (configuration not stated) returned sEH inh 2.4, Fibroblast inh 92.6, S1P2 agonist -4.7, H69AR inhibit 102.5, PostGolgi ctrl 6.8, PTPN22 act -8.5, HUVEC prolif 384 109.3, sEH act 1.2 and S1P2 blocker -11.5.
Screening CC1(C)CC(=O)C=C(NCc2ccncc2)C1 returned S1P2 agonist -5.5, PostGolgi ctrl -4.9, PTPN22 act 5.9 and S1P2 blocker -5.1.
`C=CCNCCCCOc1c(Cl)cc(C)cc1Br` gave sEH inh -10.2, S1P2 agonist -6.7, PostGolgi ctrl 22.6, PTPN22 act 1.5, sEH act 10.9 and S1P2 blocker 43.3.
Screening COc1ccc(C2(CNC(=O)/C=C\c3ccco3)CCCC2)cc1OC returned sEH inh 11.2, S1P2 agonist -2.2, PostGolgi ctrl 6.8, PTPN22 act -10.9, sEH act -9.6 and S1P2 blocker -13.0.
Cc1cccc(OCCn2nc(C(=O)O)c3ccccc3c2=O)c1 was read as sEH inh -12.3, Fibroblast inh 95.7, S1P2 agonist -2.6, H69AR inhibit 96.3, PostGolgi ctrl 20.4, PTPN22 act -6.8, HUVEC prolif 384 88.6, sEH act 11.6 and S1P2 blocker -19.7.
Screening COc1ccc(-n2nnnc2SCC(=O)Nc2ccc3c(c2)OCCO3)c(OC)c1 returned sEH inh 54.4, Fibroblast inh 98.7, S1P2 agonist 0.8, H69AR inhibit 73.2, PostGolgi ctrl 10.1, PTPN22 act -7.2, HUVEC prolif 384 98.8, sEH act -53.9 and S1P2 blocker 11.4.
Cc1cc(=O)oc2cc(NC(=O)CCC(=O)O)ccc12 was read as sEH inh -7.3, S1P2 agonist -5.6, PostGolgi ctrl 11.5, PTPN22 act 1.6, sEH act 4.2 and S1P2 blocker -10.1.
For COC(=O)c1sc(N)c(C(=O)OC)c1CSc1nnnn1C the results were sEH inh -1.9, S1P2 agonist -3.0, H69AR inhibit 88.2, PostGolgi ctrl 2.0, PTPN22 act 5.9, HUVEC prolif 384 104.4, sEH act 1.9 and S1P2 blocker -15.3.
`O=C(Cc1ccccc1)N1CCC(C(=O)N2CCN(c3ccc(F)cc3)CC2)CC1` gave sEH inh 18.1, S1P2 agonist -0.4, PostGolgi ctrl -4.1, PTPN22 act 6.0, sEH act -15.1 and S1P2 blocker -20.8.
Cc1ccc(C(=O)O)cc1S(=O)(=O)N1CCCC1 was read as sEH inh 8.2, Fibroblast inh 100.6, S1P2 agonist -0.5, H69AR inhibit 104.1, PostGolgi ctrl 4.4, PTPN22 act -8.6, HUVEC prolif 384 94.7, sEH act -10.9 and S1P2 blocker -19.5.
For Cc1ccc2c(c1)N(CC(=O)N1CCCc3ccccc31)C(=O)CO2 the results were sEH inh -6.2, Fibroblast inh 99.7, S1P2 agonist 2.2, H69AR inhibit 96.8, PostGolgi ctrl 9.1, PTPN22 act 9.3, HUVEC prolif 384 99.6, sEH act 4.6 and S1P2 blocker -6.8.
`COc1cccc(C2c3c(-c4ccccc4)n[nH]c3C(=O)N2c2ccc(C(=O)O)cc2)c1` (configuration not stated) gave sEH inh 16.4, S1P2 agonist -2.5, PostGolgi ctrl 5.0, PTPN22 act 7.4, sEH act -18.9 and S1P2 blocker -17.8.
Screening CCc1cc2c(=O)n(-c3ccccc3)cnc2s1 returned sEH inh -6.8, Fibroblast inh 98.7, S1P2 agonist -3.1, H69AR inhibit 80.9, PostGolgi ctrl 3.2, PTPN22 act 4.3, HUVEC prolif 384 91.2, sEH act 11.0 and S1P2 blocker 11.3.
For Fc1ccc(COc2ccc(Br)cc2CNCc2ccncc2)cc1 the results were sEH inh -0.3, S1P2 agonist -3.4, PostGolgi ctrl 93.8*, PTPN22 act 0.1, sEH act 1.4 and S1P2 blocker 5.3.
Screening CCOC(=O)c1c(N2C(=O)C3C4C=CC(O4)C3C2=O)sc2c1CCCC2 (configuration not stated) returned sEH inh 20.5, Fibroblast inh 103.9, S1P2 agonist -0.6, H69AR inhibit 89.8, PostGolgi ctrl 15.0, PTPN22 act -3.5, HUVEC prolif 384 90.7, sEH act -19.0 and S1P2 blocker -16.2.
For COCCOC(=O)c1c(C)nc(SCC(=O)Nc2cccc3ccccc23)c(C#N)c1-c1ccco1 the results were sEH inh -4.8, Fibroblast inh 92.5, S1P2 agonist 15.9, H69AR inhibit 11.3*, PostGolgi ctrl 6.8, PTPN22 act -3.8, HUVEC prolif 384 55.8, sEH act 3.8 and S1P2 blocker -34.4.

Two entries drawn at random from those above, as already listed:
For COCCOC(=O)c1c(C)nc(SCC(=O)Nc2cccc3ccccc23)c(C#N)c1-c1ccco1 the results were sEH inh -4.8, Fibroblast inh 92.5, S1P2 agonist 15.9, H69AR inhibit 11.3*, PostGolgi ctrl 6.8, PTPN22 act -3.8, HUVEC prolif 384 55.8, sEH act 3.8 and S1P2 blocker -34.4.
`COc1cccc(C2c3c(-c4ccccc4)n[nH]c3C(=O)N2c2ccc(C(=O)O)cc2)c1` (configuration not stated) gave sEH inh 16.4, S1P2 agonist -2.5, PostGolgi ctrl 5.0, PTPN22 act 7.4, sEH act -18.9 and S1P2 blocker -17.8.

Additional structures.
CCn1ccc(=N)cc1 was read as sEH inh -28.7, Fibroblast inh 99.7, S1P2 agonist -9.0, H69AR inhibit 92.2, PostGolgi ctrl 5.9, PTPN22 act 11.0, HUVEC prolif 384 91.5, sEH act 28.2 and S1P2 blocker -7.6.
Screening COC(=O)c1ccc(CSc2nc3ccccc3o2)cc1 returned sEH inh 0.5, Fibroblast inh 98.7, S1P2 agonist -0.7, H69AR inhibit 111.5, PostGolgi ctrl 0.4, PTPN22 act -2.3, HUVEC prolif 384 96.8, sEH act 2.9 and S1P2 blocker 5.6.
O=C1CCCN1CCCn1cnc2c([nH]c3ccc(F)cc32)c1=O was read as sEH inh -9.2, Fibroblast inh 95.3, S1P2 agonist -2.3, H69AR inhibit 98.2, PostGolgi ctrl -3.3, PTPN22 act 2.8, HUVEC prolif 384 87.8, sEH act 7.7 and S1P2 blocker 13.7.
`O=C(OCC#CCSc1nnc(-c2ccncc2)o1)c1sc2ccccc2c1Cl` gave sEH inh 3.2, Fibroblast inh 82.5, S1P2 agonist -1.3, H69AR inhibit 2.8*, PostGolgi ctrl 11.1, PTPN22 act 7.1, HUVEC prolif 384 92.1, sEH act -2.9 and S1P2 blocker -44.0.
For O=C(NCCN1CCN(Cc2ccccc2)CC1)C1c2ccccc2C(=O)N2CCc3ccccc3C12 (configuration not stated) the results were Fibroblast inh 95.1, S1P2 agonist -5.3, H69AR inhibit 79.3, PostGolgi ctrl 1.5, PTPN22 act 6.3, HUVEC prolif 384 83.1 and S1P2 blocker 12.5.
`CC(=O)C1=C(O)C(=O)N(CCCO)C1c1ccccc1` (configuration not stated) gave sEH inh 6.1, Fibroblast inh 94.5, S1P2 agonist 0.4, H69AR inhibit 96.2, PostGolgi ctrl -3.4, PTPN22 act 6.5, HUVEC prolif 384 88.9, sEH act -5.9 and S1P2 blocker -7.9.
For CC1=C([N+](=O)[O-])C(c2cccc(Br)c2)C2=C(N1)c1ccccc1C2=O (configuration not stated) the results were sEH inh -0.9, S1P2 agonist -4.9, PostGolgi ctrl 11.6, PTPN22 act -6.6, sEH act 3.2 and S1P2 blocker -22.6.
For CCOC(=O)C1CCN(C(=O)Nc2ccc(Cl)cc2)CC1 the results were sEH inh 71.2, Fibroblast inh 90.2, S1P2 agonist -2.4, H69AR inhibit 101.4, PostGolgi ctrl -0.6, PTPN22 act -14.7, HUVEC prolif 384 93.7, sEH act -70.8 and S1P2 blocker 22.5.
Screening Cc1cccc(OCCCC(=O)Nc2ccc(S(=O)(=O)Nc3onc(C)c3C)cc2)c1 returned sEH inh -7.0, Fibroblast inh 103.4, S1P2 agonist -7.1, H69AR inhibit 99.7, PostGolgi ctrl 17.6, PTPN22 act 1.4, HUVEC prolif 384 100.4, sEH act 5.9 and S1P2 blocker 25.6.
CCc1c(C)nc(N)n2c(SCC(=O)Nc3ccccc3)nnc12 was read as sEH inh -14.3, Fibroblast inh 98.0, S1P2 agonist -2.1, H69AR inhibit 88.4, PostGolgi ctrl 5.2, PTPN22 act -13.3, HUVEC prolif 384 98.2, sEH act 13.7 and S1P2 blocker -4.2.
`Cc1nc(CN2CCCC2=NC#N)n(-c2ccccc2)n1` gave sEH inh -13.5, Fibroblast inh 97.7, S1P2 agonist -2.5, H69AR inhibit 83.5, PostGolgi ctrl -1.5, PTPN22 act -0.5, HUVEC prolif 384 81.5, sEH act 13.1 and S1P2 blocker -18.4.
Screening COc1ccc(NC(=O)/C(C#N)=C\c2cc(C)n(-c3ccc(Oc4ccc([N+](=O)[O-])cn4)cc3)c2C)cc1 returned sEH inh -6.6, Fibroblast inh 62.9, S1P2 agonist -1.8, H69AR inhibit 33.1*, PostGolgi ctrl -7.0, PTPN22 act -12.9, HUVEC prolif 384 68.2, sEH act 7.4 and S1P2 blocker -4.0.
`COc1ccc(Nc2nc(N3CCCCC3)c3ccccc3n2)cc1` gave sEH inh 4.3, S1P2 agonist -4.9, PostGolgi ctrl 86.2*, PTPN22 act -6.3, sEH act -1.4 and S1P2 blocker 56.2*.
For Cc1nnc(NC(=O)Cc2cccs2)s1 the results were Fibroblast inh 94.0, S1P2 agonist -2.3, H69AR inhibit 107.8, PostGolgi ctrl -4.9, PTPN22 act 2.1, HUVEC prolif 384 104.9 and S1P2 blocker 8.9.
Screening CN(CC(=O)N1CCN(c2ccccc2F)CC1)S(=O)(=O)c1cnc[nH]1 returned sEH inh -1.7, Fibroblast inh 97.1, S1P2 agonist -2.8, H69AR inhibit 96.5, PostGolgi ctrl 6.5, PTPN22 act 14.8, HUVEC prolif 384 87.7, sEH act 1.3 and S1P2 blocker -7.5.
`COc1cc2c(cc1OC)C(C(=O)NCc1cccnc1)C(c1cccnc1)N(C)C2=O` (configuration not stated) gave Fibroblast inh 97.6, S1P2 agonist -4.1, H69AR inhibit 110.4, PostGolgi ctrl 2.1, PTPN22 act 0.5, HUVEC prolif 384 108.0 and S1P2 blocker 11.9.
For CCCOc1ccc(C(=O)Nc2ccccc2[N+](=O)[O-])cc1 the results were sEH inh -3.5, S1P2 agonist -4.7, PTPN22 act -0.5, sEH act 2.5 and S1P2 blocker 15.7.
For CCCCCC(C)n1[nH]c(=O)cc1N (configuration not stated) the results were sEH inh -10.9, Fibroblast inh 92.7, S1P2 agonist 0.5, H69AR inhibit 86.2, PostGolgi ctrl 6.6, PTPN22 act 10.9, HUVEC prolif 384 103.2, sEH act 10.8 and S1P2 blocker -4.8.
CSc1cccc(NC(=O)COc2cccc3ccccc23)c1 was read as sEH inh 14.2, S1P2 agonist 0.3, PostGolgi ctrl 7.1, PTPN22 act -7.6, sEH act -11.8 and S1P2 blocker -5.0.
